# D1 agonist – Allosteric Agonists of the Human D1 Dopamine Receptor: qHTS. activation, % at 2 µM. 1% of 360,000 active. HEK293 T-REx D1 cells, calcium flux, agonist mode. D(1A) dopamine receptor (Homo sapiens), P21728; in the data active = activation above about 30%; note: 0% is about no effect
#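 Tetracycline-induced HEK293 TREx D1 cells, force-coupled to calcium signalling, were dye-loaded with a no-wash calcium kit. Compound was pin-added after a 10 s baseline. Fluorescence was read kinetically at 1 cycle/s for 180 s, with calcium rises flagged as agonism.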
# TRHR PAM – qHTS for Small Molecule Agonists and Allosteric Enhancers of Human TRH Receptor: Primary Screen for Enhancers; 0.66% of 360,000 active; enhancement, % at 2 µM; Thyrotropin-releasing hormone receptor (Homo sapiens), P34981; AID 493056, 2011; TRHR cells, fluo-8 calcium fluorescence, EC20 TRH enhancement; in the data active = enhancement above about 30%; note: 0% is about no effect
#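 Enhancer read-out: after compound pinning and an initial kinetic agonist-mode read, an EC20 of TRH (10 nM final) was injected and fluo-8 calcium signal (Ex 480/Em 530) followed at 1 s/cycle for 100 cycles in TRHR-expressing cells.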
# D1 potentiator – Potentiators of Human D1 Dopamine Receptor: qHTS; D(1A) dopamine receptor (Homo sapiens), P21728; HEK293 TREx D1 cells, calcium flux, dopamine EC20 potentiation; potentiation, % at 10 µM; 0.036% of 360,000 active; AID 504651, 2011; in the data active = potentiation above about 30%; note: 0% is about no effect
# D2 antagonist – HTS Assay for Allosteric Antagonists of the Human D2 Dopamine Receptor: Primary Screen for Antagonists; D(2) dopamine receptor (Homo sapiens), P14416; 2% of 340,000 active; inhibition, % at 10 µM; AID 485344, 2010; HEK293 TREx D2 cells, calcium flux, dopamine EC80; in the data active = inhibition above about 30%; note: 0% is about no effect
#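 Overnight-induced (tetracycline, 30 C) HEK293 T-REx cells carrying force-coupled D2 receive a no-wash calcium dye, then compound, then EC80 dopamine at 180 s; signals are read kinetically throughout.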
# D1 antag – Antagonist of Human D 1 Dopamine Receptor: qHTS | activity change, negative = inhibition, % at 10 µM | 3.2% of 360,000 active | HEK293 TREx D1 cells, calcium flux, dopamine EC80; stronger effect = lower value | D(1A) dopamine receptor (Homo sapiens), P21728; in the data active = activity change below about -30%; note: % is set by controls: 0 for no effect and ±100 for the full control effect
#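 After overnight tetracycline induction at 30 C, force-coupled D1 HEK293 cells took up a no-wash calcium dye at room temperature. Compounds were added and monitored 180 s, and the response to EC80 dopamine was then recorded.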
# D2 ag – HTS Assay for Allosteric Agonists of the Human D2 Dopamine Receptor: Primary Screen for Agonists; activation, % at 2 µM; AID 485358, 2010; 0.53% of 340,000 active; D(2) dopamine receptor (Homo sapiens), P14416; HEK293 T-REx D2 cells, calcium flux agonist mode;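 active = activation over 3 SD above normal in the single-dose calcium agonist read, cut at about 30% in these data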; note: 0% is about no effect
#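 Tetracycline-induced HEK293 Trex cells with D2 receptor force-coupled to calcium signaling, plated overnight at 30 C and loaded with no-wash calcium dye. Calcium flux read kinetically for 180 s after compound addition; responses flag agonists.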
# D2 potentiator – HTS Assay for Positive Allosteric Modulators of the Human D2 Dopamine Receptor: Primary Screen for Potentiators; D(2) dopamine receptor (Homo sapiens), P14416; 0.34% of 340,000 active; HEK293 T-REx D2, calcium flux, EC20 dopamine potentiation; potentiation, % at 10 µM;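 active = potentiation over 3 SD above the plate norm, cut at about 30% in these data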; note: 0% is about no effect
#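 Potentiation of an EC20 dopamine calcium response measured kinetically over 180 s, after a preceding 180 s compound-only read flagging agonists. Cells: inducible Hek293 Trex D2 line, 4000/well, cultured overnight at 30 C before dye loading.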
# RXFP1 antagonist – qHTS Assay for Antagonists of the Relaxin Receptor RXFP1; Relaxin receptor 1 (Homo sapiens), Q9HBX9; HEK293-RXFP1, relaxin-stimulated cAMP HTRF, 30 min; stronger effect = lower value; activity change, negative = inhibition, % at 57.5 µM; 0.59% of 350,000 active;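 active = activity change of -60% or lower, but not beyond a set lower limit; inconclusive = change between -60% and -40%, or beyond the set limit; inactive = change above -40%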; note: % is set by controls: 0 for no effect and ±100 for the full control effect
# Target sequence (Q9HBX9 whole entry, looked up): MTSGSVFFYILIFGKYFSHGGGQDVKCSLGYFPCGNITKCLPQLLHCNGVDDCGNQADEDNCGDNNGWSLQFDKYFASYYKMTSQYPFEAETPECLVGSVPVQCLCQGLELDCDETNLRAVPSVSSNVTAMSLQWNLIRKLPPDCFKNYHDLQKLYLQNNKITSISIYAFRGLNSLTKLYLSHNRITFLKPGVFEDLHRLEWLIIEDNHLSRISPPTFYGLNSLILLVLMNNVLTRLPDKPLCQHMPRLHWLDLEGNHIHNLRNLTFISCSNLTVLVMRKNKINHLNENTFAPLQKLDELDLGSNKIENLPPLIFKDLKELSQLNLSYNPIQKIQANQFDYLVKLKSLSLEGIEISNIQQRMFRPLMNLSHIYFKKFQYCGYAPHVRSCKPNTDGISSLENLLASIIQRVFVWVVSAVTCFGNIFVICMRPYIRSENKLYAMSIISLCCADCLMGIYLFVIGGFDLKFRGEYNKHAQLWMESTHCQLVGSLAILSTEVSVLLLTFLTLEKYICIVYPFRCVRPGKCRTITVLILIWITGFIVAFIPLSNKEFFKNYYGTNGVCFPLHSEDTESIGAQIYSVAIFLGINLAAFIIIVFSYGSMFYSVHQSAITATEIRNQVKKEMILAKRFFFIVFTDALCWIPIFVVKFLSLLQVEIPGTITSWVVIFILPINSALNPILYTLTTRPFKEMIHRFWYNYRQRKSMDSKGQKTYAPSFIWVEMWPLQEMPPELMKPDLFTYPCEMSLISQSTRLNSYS
# RXFP1 ag – qHTS Assay for Agonists of the Relaxin Receptor RXFP1; HEK293T-RXFP1 cAMP TR-FRET, 30 min; response scale: percent of porcine relaxin response, buffer zero; Potency, µM (series often up to 57.5 µM), without a hit: at the highest dose activation, hits mostly activators; 0.3% of 370,000 active; active = well fitted activation curve with a large enough effect; inconclusive = small, poorly fitted or top-dose-only effect; note: potency is the fitted concentration of half-maximal effect; % is set by controls: 0 for no effect and ±100 for the full control effect; nearly all actives have a fitted effect of over 60% in size; many of its hits are not listed in these tables
#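 cAMP rise read by TR-FRET after 30 min, 37C compound exposure (up to 58 uM) in RXFP1-transfected HEK293 cells with Ro 20174 present. EC50 from Hill-equation fits, with 29 nM porcine relaxin as 100% and buffer as basal.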
# Active calls of the source: *; u = inconclusive; x = no result given. A portion of the library. The share of hits here may be higher or lower than overall.
SMILES,D1 agonist,TRHR PAM,D1 potentiator,D2 antagonist,D1 antag,D2 ag,D2 potentiator,RXFP1 antagonist,RXFP1 ag
O=C(O)CCNC(=O)C12CC3CC(CC(C3)C1)C2,0,1,-2,13,4,1.8,1,-7,-2.6%
Nc1cccc(-c2nc3ccc(C(=O)c4ccccc4)cc3[nH]2)c1,1,-3,-4,7,-31*,0.3,1,3,-2.6%
COC(=O)C1(C)CCc2cc(OC)ccc2C1=O (stereo not drawn),0,2,5,-8,-46*,-0.6,4,-3,1.1%
CC(C(=O)Nc1ccc2c(c1)OCO2)N1CCN(C)CC1 (stereo not drawn),0,4,-4,x,4,x,5,2,0.2%
COc1ccc(CNC(=O)CN(C(=O)c2snc(C(N)=O)c2N)c2ccc(F)cc2)cc1,0,5,-6,-19,-6,0.1,15,1,9.0%
CC1CN(S(=O)(=O)c2ccc(C(=O)NN3CCN(C)CC3)cc2)CC(C)O1 (stereo not drawn),2,20,2,-5,13,1.2,10,-2,-0.3%
CCS(=O)(=O)CCSc1nc2ccccc2o1,2,-2,1,1,5,0.2,5,-6,0.7%
COc1ccccc1C(O)(C(=O)NN(C(=O)c1ccccc1)c1ccccc1C)c1cccs1 (stereo not drawn),1,-25,-6,x,8,x,x,-10,1.7%
N#Cc1ccccc1Cn1nnc2c(=O)[nH]c(C3CCCN(S(=O)(=O)c4ccc(F)cc4)C3)nc21 (stereo not drawn),3,-2,2,x,3,-0.9,x,-38,-2.6%
Cc1cc(C)n(C(=O)CNC(=O)/C=C/c2ccccc2)n1,2,0,-7,-22,11,0.7,-6,12,-0.6%
Cc1nn(Cc2ccccc2)c(C)c1C(=O)N1CCN(S(=O)(=O)/C=C/c2ccccc2)CC1,0,6,-1,-13,1,0.8,8,0,1.1%
CC(=O)Oc1ccc(N(C(C)=O)S(=O)(=O)c2ccc3ccccc3c2)cc1Br,2,14,-4,x,-5,x,x,-3,0.2%
Cc1cc(C)n(-c2ccc(S(=O)(=O)N3CCCC3)cc2[N+](=O)[O-])n1,1,-2,-8,9,-18,-0.8,-6,1,-0.8%
O=C(N/N=C/c1ccc(Br)cc1)c1cc[n+]([O-])cc1,1,1,-4,9,12,0.8,-1,5,4.9%
CC(C)=CCCC(C)CN1CCC(n2nccc2NC(=O)C2CCCC2)CC1 (stereo not drawn),2,-8,-2,-14,-13,0.4,-18,-2,0.2%
COc1ccc(N2C(=O)CCC2(C#N)c2ccc(Br)cc2)cc1 (stereo not drawn),11,-2,-2,0,12,0.9,-3,3,0.5%
COc1cccc(NC(=O)CN(C)CC(=O)Nc2ccc(Cl)cc2[N+](=O)[O-])c1,4,1,-6,8,16,4.5,0,-11,0.0%
CCOC(=O)c1ccc(S(=O)(=O)N2CCN(C(=O)c3cc(=O)c4ccccc4o3)CC2)cc1,-1,-4,-1,-7,-10,-1.2,-1,-26,1.2%
O=S(=O)(NCc1ccc(F)cc1)c1cccc(S(=O)(=O)N2CCOCC2)c1,4,-4,-2,2,-4,0.7,-5,-7,0.8%
CC(C)Oc1c(Br)cc(Br)cc1/C=N/NC(N)=S,5,-8,4,x,3,x,x,u,-0.7%
Cc1oc(-c2cccc(Cl)c2)nc1CN(C)C1CCOC1 (stereo not drawn),0,0,0,-6,17,0.6,-11,-4,-0.3%
CC(=O)Nc1nc(CCN2C(=O)c3ccccc3C2=O)cs1,3,-1,-5,-7,1,1.7,-1,0,9.0%
CC1/C(=N/O)C(CN(C)C)C2CC1C2(C)C (stereo not drawn),7,4,-1,5,-1,-0.8,11,-1,0.7%
CC(=O)c1c(N2CCC(C(N)=O)CC2)nc(=S)n(-c2ccccc2)c1C,2,-4,1,1,-16,0.1,-4,2,2.3%
COc1ccc(C(=O)Nc2nnc(SCC(=O)NC3CC3)s2)cc1,1,5,4,2,6,0.4,-8,-7,5.7%
CCn1cc(C(=O)Nc2ccc(OC)c(S(=O)(=O)N3CCCCC3)c2)c(=O)c2ccc(C)nc21,0,-4,0,-1,6,-0.5,1,2,0.0%
CC(C)C(NS(=O)(=O)c1cccs1)C(=O)NCCCN1CCCCCC1 (stereo not drawn),1,-11,-1,24,-2,0.6,-2,15,0.0%
Cc1ccc(NC(=O)Cn2cnc3cc([N+](=O)[O-])ccc3c2=O)c(Cl)c1,38*,10,-10,8,-20,-0.2,11,-9,9.8%
CCOc1ccccc1NC(=S)NC(=O)C1CC1,8,1,-7,2,-1,1.0,14,-19,-4.2%
C=C(C)C1CC=C(C)/C(=N/NC(=O)CNc2ccc(OCC)cc2)C1 (stereo not drawn),0,-1,-1,-7,-3,-0.2,-2,2,2.5%
Oc1ccccc1-c1nc(N2CCCC2)c2ccccc2n1,0,-1,-9,4,2,1.0,17,-15,-0.8%
Cc1ccc(C)c(NC(=O)NC2CCCCCCC2)c1,2,2,1,11,-7,-0.5,-7,2,1.0%
CCC(=O)NCCNC(=O)c1c(SC)nsc1SC,2,-4,-3,-24,-3,0.0,-2,-8,2.5%
CC(C)C(C)NC(=O)COC(=O)C1CCN(S(=O)(=O)c2ccc3c(c2)OCCO3)CC1 (stereo not drawn),3,-6,1,-14,-16,-0.4,8,-15,-0.3%
CC(C)c1noc2ncc(C(=O)c3cc(Cl)cc(Cl)c3O)cc12,20,3,-2,1,x,-1.2,24,x,1.5%
O=C(NCc1ccccc1)c1noc2c1CCCC2,1,-3,1,4,-4,0.2,-3,8,-0.7%
COc1cccc(CCc2nnc(CCC(=O)N(C)C3CC(C)(C)NC(C)(C)C3)o2)c1,1,2,4,16,8,0.6,0,-28,2.2%
COc1ccc(CNC(=O)[C@H](C)[C@@H]2C[C@@]2(C)[C@@H](NC(=O)OCc2ccccc2)c2ccccc2)cc1OC,16,12,-1,7,-11,-1.0,9,x,-0.3%
Cc1ccc(C(=O)NC(=S)Nc2ccc(Oc3ccc(Cl)cc3)cc2)cc1,10,17,0,0,-25,0.3,37*,-2,2.2%
COc1ccc(OC)c(NC(=O)CN2C(=O)C(=O)N(Cc3ccccc3)C2=O)c1,1,0,1,-12,3,-1.4,-9,-7,-0.1%
CSCCC(NC(=O)c1ccccc1)C(=O)Nc1ccc(NC(C)=O)cc1 (stereo not drawn),1,1,7,-16,-2,0.5,-4,x,1.1%
Cc1cc(C)n(C(=O)CNC(=O)c2ccc3c(c2)OCCO3)n1,0,-1,-3,-9,-3,-0.2,5,4,2.9%
CC(Oc1ccccc1)C(=O)Nc1ccc(S(=O)(=O)Nc2nccs2)cc1 (stereo not drawn),1,-12,3,-4,-11,0.5,6,13,3.6%
CSc1ccc(C(=O)C2CCCN(C(=O)c3cc(C)n(C)n3)C2)cc1 (stereo not drawn),2,2,0,2,8,-0.1,-4,11,22%
O=c1[nH]c(NCc2ccco2)nnc1Cc1ccccc1Cl,1,-3,1,11,-17,-0.4,14,-11,1.3%

# Fetched by compound from above (5):
SMILES,D1 agonist,TRHR PAM,D1 potentiator,D2 antagonist,D1 antag,D2 ag,D2 potentiator,RXFP1 antagonist,RXFP1 ag
Cc1cc(C)n(C(=O)CNC(=O)c2ccc3c(c2)OCCO3)n1,0,-1,-3,-9,-3,-0.2,5,4,2.9%
O=C(NCc1ccccc1)c1noc2c1CCCC2,1,-3,1,4,-4,0.2,-3,8,-0.7%
COc1ccc(OC)c(NC(=O)CN2C(=O)C(=O)N(Cc3ccccc3)C2=O)c1,1,0,1,-12,3,-1.4,-9,-7,-0.1%
Cc1ccc(C(=O)NC(=S)Nc2ccc(Oc3ccc(Cl)cc3)cc2)cc1,10,17,0,0,-25,0.3,37*,-2,2.2%
CSCCC(NC(=O)c1ccccc1)C(=O)Nc1ccc(NC(C)=O)cc1 (stereo not drawn),1,1,7,-16,-2,0.5,-4,x,1.1%

# The results go on:
SMILES,D1 agonist,TRHR PAM,D1 potentiator,D2 antagonist,D1 antag,D2 ag,D2 potentiator,RXFP1 antagonist,RXFP1 ag
CCCCCCC1CC(CCC(=O)Nc2ccc([N+](=O)[O-])cc2)C(=O)O1 (stereo not drawn),0,-4,1,0,-15,-0.2,5,-4,0.0%
CC(C)c1cnc2c(c1SCC(=O)O)c(=O)n(C)c(=O)n2C,2,-6,-1,x,-11,1.0,7,-13,11%
Cc1nnc(SCc2ccccc2Cl)n(N)c1=O,-1,-1,1,-9,11,-0.8,-2,8,-5.4%
O=C(OCC(=O)N1CCN(C(=O)c2ccco2)CC1)c1ccccc1NCCO,1,1,0,0,7,0.6,-8,-2,-0.5%
COc1ccc(/C=N/n2cncn2)cc1COc1ccc(NC(C)=O)cc1,2,-7,-6,19,-14,-2.2,12,11,-0.3%
Cc1c(C(=O)OCC(=O)N2CCCC2=O)oc2ccccc12,1,-3,3,11,-1,-0.1,-6,-2,-1.0%
O=C1CC(c2nnc(Cc3cccc(Cl)c3)o2)CN1c1ccccc1 (stereo not drawn),1,4,-1,x,3,-0.6,13,-3,3.7%
COc1ccc(N2C3=C(CC4=C2CC(C)(C)CC4=O)C(=O)CC(C)(C)C3)cc1,3,3,0,6,10,0.4,15,24,0.0%
COc1ccc(CCNC(=O)CCCOc2ccc(C)cc2)cc1OC,7,1,2,1,-20,-0.2,11,15,-0.5%
CC1CCCCC12NC(=O)N(CC(=O)Nc1cccc(S(=O)(=O)N3CCCCC3)c1)C2=O (stereo not drawn),2,0,1,5,-53*,0.1,8,0,-0.3%
CCOC(=O)CC(=O)Nc1ccn[nH]1,2,7,-2,-2,-2,0.9,-6,-1,-1.8%
CC(=O)C1=NN(c2ccccc2)C(c2cccs2)N1c1ccc(N(C)C)cc1 (stereo not drawn),2,-2,-9,-9,-10,0.7,10,-7,1.7%
CCCNC(=O)COc1cccc(C(=O)NCc2ccccc2)c1,5,3,-4,-7,16,-0.1,-1,0,0.4%
CCC(NC(=O)Nc1cccc(C)c1)c1c(-n2cccc2)sc2c1CCN(C)C2 (stereo not drawn),5,13,-3,x,-3,1.8,3,-14,2.8%

# Compound activity (PubChem)
